Screening results (PubChem BioAssay)
JMJD2A Tudor inh: inhibitors of human JMJD2A Tudor domain; AlphaScreen JMJD2A-Tudor / H3K4me3 peptide binding; Potency, µM (titrated, usually from 114 µM), for inactives: top-dose activity change, negative = inhibition, actives largely listed as inhibitors; hit rate 4.4% among 390,000; AID 504339; also: % is scaled to controls: 0 for no effect and ±100 for the full control effect; nearly all actives have a fitted effect of over 50% in size
GLS inh: glutaminase GLS (human) inhibition; Potency, µM (top dose mostly 45.5 µM), inactives show at the highest dose activity change, negative = inhibition, actives largely listed as inhibitors; GLS enzymatic activity, qHTS titration; O94925; hit rate 0.21% among 410,000; also: % is scaled to controls: 0 for no effect and ±100 for the full control effect
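Compounds were pin-transferred onto hKGA, after which L-glutamine (1 mM solution) and a detection mix of glutamate oxidase, HRP and Amplex Red were added. Initial and 30 min RT fluorescence reads were collected.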
rTrxR1 inhibitor: inhibitors of rat thioredoxin reductase 1 | O89049 | recombinant rTrxR1, NADPH fluorescence consumption, selenite substrate | Potency, µM (top dose mostly 114 µM), for the others: at the top dose activity change, negative = inhibition, usual class: inhibitors | hit rate 1% among 390,000; also: % is scaled to controls: 0 for no effect and ±100 for the full control effect; nearly all actives have a fitted effect of over 65% in size
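Rat TrxR1 (90 nM in the dispensed reagent) was pre-reduced with 400 uM NADPH for 5 min at room temperature, then incubated with compound for 15 min. After 400 uM selenite was added, NADPH fluorescence (Ex 340/Em 450 nm) was followed for 8 min.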
HP1b binding inh: inhibitors of HP1-beta chromodomain binding to methylated histone tails | P83916 | AlphaScreen HP1-beta / biotin-H3K9me3 peptide binding | Potency, µM (doses to about 114 µM), inactives show top-dose activity change, negative = inhibition, most hits filed as inhibitors | hit rate 0.56% among 390,000 | AID 540317; also: nearly all actives have a fitted effect of over 70% in size; inactives centre near 23
Target sequence (P83916 whole entry, looked up): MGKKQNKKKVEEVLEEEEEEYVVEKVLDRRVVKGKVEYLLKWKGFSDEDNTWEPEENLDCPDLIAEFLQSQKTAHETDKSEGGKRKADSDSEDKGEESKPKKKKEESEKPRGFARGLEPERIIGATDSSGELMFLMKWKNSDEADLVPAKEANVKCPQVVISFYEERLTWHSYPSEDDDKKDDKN
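HP1-beta protein (50 nM final) preincubated 30 min at room temperature with biotinylated H3(1-18)K9me3 peptide (50 nM) in PBS pH 7.4, 0.01% Tween-20, then compound added for 30 min. AlphaScreen streptavidin donor/nickel chelate acceptor beads (10 ug/mL final), 30 min dark, luminescence read.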
RGS4 inhibitor: human RGS4 inhibition | Transcreener GDP fluorescence polarization, RGS4-accelerated GTP hydrolysis | Potency, µM (highest dose often 114 µM), without a hit: top-dose activity change, negative = inhibition, most hits filed as inhibitors | hit rate 0.039% among 390,000 | AID 504845; also: % is scaled to controls: 0 for no effect and ±100 for the full control effect; nearly all actives have a fitted effect of over 75% in size; some results filed as inactive show a strong effect at the top dose
Target sequence (P49798 whole entry, looked up): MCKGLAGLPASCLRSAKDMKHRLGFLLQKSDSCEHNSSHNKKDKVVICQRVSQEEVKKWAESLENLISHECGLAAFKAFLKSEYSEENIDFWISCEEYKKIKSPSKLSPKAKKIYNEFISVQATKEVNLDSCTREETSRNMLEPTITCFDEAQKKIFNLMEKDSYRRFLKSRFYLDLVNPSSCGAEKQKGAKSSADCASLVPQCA
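MLSMR compounds (23 nl, pin-transferred) preincubated 10 min at room temperature with a 500nM (2x) first reagent, then RGS4 at 900nM (2x) plus Transcreener GDP mix added; fluorescence polarization (620/688 nm) read before and after 90 min at 30 °C.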
ALOX12 inh: blocks human arachidonate 12S-lipoxygenase; hit rate 1.1% among 580,000; AID 1671190; purified 12hLO, xylenol orange hydroperoxide absorbance; Potency, µM (titrated, usually from 108 µM), inactives show at the highest dose activity change, negative = inhibition, usual class: inhibitors; P18054; also: % is scaled to controls: 0 for no effect and ±100 for the full control effect
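Purified human 12hLO at 150 nM in 25 mM Hepes, 0.01% Triton X-100, pH 7.0, preincubated 15 min at room temperature with compound. Reaction started with 40 uM arachidonic acid, 30 min at room temperature. Hydroperoxide measured by Fe-xylenol orange, 573/405 nm absorbance ratio.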
ERG-DNA inh: ERG Ets/DNA interaction inhibition. fluorescence polarization, His-ERG Ets domain / labelled DNA. hit rate 0.028% among 370,000. Potency, µM (top dose mostly 76.9 µM), inactives show at the highest dose FP activity, negative = inhibition, actives largely listed as inhibitors. P11308. AID 624246; active = well fitted inhibition curve with a large enough effect in the polarisation, with a control signal flat; inconclusive = small, poorly fitted or top-dose-only effect, or effect the other way, or a change in a side signal; inactive = no such curve, though single readings can be large or run the other way; the % refers to the polarisation;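 also: polarization taken with two DNA probes labelled with fluorescein and Texas red; % of control where 0% means no effect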
Target sequence (P11308 whole entry, looked up, the tested form may be a part): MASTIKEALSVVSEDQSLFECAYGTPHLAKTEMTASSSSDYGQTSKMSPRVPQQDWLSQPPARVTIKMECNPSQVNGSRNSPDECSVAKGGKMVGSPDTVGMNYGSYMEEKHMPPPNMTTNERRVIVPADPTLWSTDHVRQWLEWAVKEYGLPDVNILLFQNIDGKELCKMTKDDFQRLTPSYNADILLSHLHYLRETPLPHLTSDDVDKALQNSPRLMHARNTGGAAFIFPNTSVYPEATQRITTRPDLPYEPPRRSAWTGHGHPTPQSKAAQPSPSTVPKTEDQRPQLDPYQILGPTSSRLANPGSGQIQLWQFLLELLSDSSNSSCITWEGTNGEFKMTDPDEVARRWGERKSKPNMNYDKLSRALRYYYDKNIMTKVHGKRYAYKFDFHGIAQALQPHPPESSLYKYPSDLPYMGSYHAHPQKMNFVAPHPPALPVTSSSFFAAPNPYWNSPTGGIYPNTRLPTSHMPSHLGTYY
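His-tagged ERG Ets domain (1 uM in the protein solution; 300mM KCl, 50mM Tris-HCl, 1mM EDTA, 1mM DTT, pH 7.5) received compound, then a probe mix of 5 nM fluorescein-DNA and 100nM Texas-615-DNA. Fluorescence polarization was read for both dyes.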
PGK inhibitor: blocks T. brucei phosphoglycerate kinase | Potency, µM (doses to about 57.5 µM), for inactives: at the highest dose activity change, negative = inhibition, usual class: inhibitors | P07378 | PGK/GAPDH coupled, Kinase-Glo luminescence, 60 min | hit rate 0.043% among 380,000; also: % is scaled to controls: 0 for no effect and ±100 for the full control effect; nearly all actives have a fitted effect of over 60% in size
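Luminescent ATP detection (Kinase-Glo Plus) follows a 60-minute room-temperature incubation, with wells lacking PGK as controls. Buffer: 100 mM TEA (pH 7.6), 5 mM MgCl2, 0.01% Tween-20. Coupling enzyme GAPDH (100 nM final) supplies unstable 1,3-BPG in-well.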
Pin1 inh: blocks the human prolyl isomerase Pin1; Q13526; Pin1 FP peptide displacement, HiFluor488, 10 min; Potency, µM (titrated, usually from 115 µM), inactives show at the highest dose activity, negative = inhibition, hits mostly inhibitors; hit rate 0.009% among 390,000; AID 504891; active = well fitted inhibition curve with a large enough effect in the polarisation, with a control signal flat, not every such curve was filed as active; inconclusive = small, poorly fitted or top-dose-only effect, or effect the other way, or a change in a side signal; inactive = no such curve, though single readings can be large or run the other way; the % refers to the polarisation; also: % is scaled to controls: 0 for no effect and ±100 for the full control effect
Target sequence (Q13526 whole entry, looked up): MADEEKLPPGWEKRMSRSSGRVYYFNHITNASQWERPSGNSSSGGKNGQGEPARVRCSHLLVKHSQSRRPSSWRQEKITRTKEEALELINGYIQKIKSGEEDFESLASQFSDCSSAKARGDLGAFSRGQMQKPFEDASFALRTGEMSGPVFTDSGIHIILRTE
The depositor's hits bear a star; i = inactive; ? = inconclusive; / = no result given; [ ] = another dose, or the depositor's remark. Unless noted, calls follow the shape of the dose curve; as a rule, active = well fitted curve in the direction sought with a large enough effect; inconclusive = small, poorly fitted or top-dose-only effect, or another doubt; inactive = no such curve, though single readings can be large; an effect the other way counts as inactive or inconclusive. Potency is read from the fitted curve at half-maximal effect.

Under each structure – JMJD2A Tudor inh	ERG-DNA inh	HP1b binding inh	PGK inhibitor	Pin1 inh	GLS inh	RGS4 inhibitor	ALOX12 inh	rTrxR1 inhibitor
COc1cc(NC(=O)C2Cc3ccccc3N2C(=O)c2ccccc2)cc(OC)c1 (centres undefined)
  -25.5%	-2.8%	-1.7%	-5.7%	-1.1%	2.5%	9.0%	-20.1%	11.0%[57.1 µM]
CC(NC(=O)C1CCN(S(=O)(=O)c2ccc3c(c2)oc(=O)n3C)CC1)c1ccccc1 (centres undefined)
  -22.8%	0.1%	20.3%	-8.9%	4.3%	-1.5%	37.7%	-7.4%	-1.7%
CCOc1ccc(CN2C(=O)CCC2(C)C(=O)NCc2cccnc2)cc1 (centres undefined)
  -9.7%	-18.2%	36.5%	i	-0.1%	-13.2%	19.1%	-2.8%	11.8%
C=CCn1c(SCC(N)=O)nnc1-c1cc(Br)ccc1O
  -4.5%	-16.1%	37.1%[activator]	-8.6%	-6.3%	-4.7%	-14.7%	-7.0%	9.9%
CCCc1cc(C(=O)Nc2nccs2)cs1
  -9.5%	-5.5%	33.9%	-10.4%	1.7%	-1.1%	23.7%	5.3%	23.5%
CC(c1ccccn1)N(CCN(C)C)C(=S)Nc1ccccc1F (centres undefined)
  -6.5%	-4.3%	28.7%	i	0.8%	12.5%	-21.6%	1.6%	-7.8%[57.1 µM]
O=C(c1cccc(-c2nnc(-c3ccccc3)o2)c1)N1CCCCCC1
  -2.9%	0.2%	3.4%	-7.0%	-0.3%	1.3%	22.3%	12.9%	9.9%
CC(C)CCNC(=O)NC(=O)COc1ncnc2sccc12
  -25.2%	9.9%	24.8%	-4.7%	11.7%	0.4%	-12.0%	-5.9%	-2.9%[57.1 µM]
Cc1nnc(NCc2ccccc2)c2c1nnn2Cc1ccc(F)cc1
  -13.8%	7.8%	33.2%	4.2%	3.9%	-4.1%	20.6%	4.3%	-0.8%
Cc1ccc(-c2nnn(CCC(=O)N3CCCCC3C)n2)cc1 (centres undefined)
  -3.5%	/	3.8%	-9.1%	-9.7%	9.1%	2.4%	4.2%	11.2%
CCCC(CCC(=O)Nc1ccc(S(N)(=O)=O)cc1)C(=O)O (centres undefined)
  -10.1%	3.6%	-1.0%	-3.0%	-0.1%	-6.2%	-35.4%	-11.9%	17.0%
COc1ccc(NC(=O)CN2C(=O)C(C)SC(C)C2=O)c(OC)c1 (centres undefined)
  -18.8%	18.1%	20.2%	i	-5.0%	-2.2%	-6.0%	-11.7%	28.7%
CCc1ccc(/C=C2/Sc3ccccc3N(CC(=O)NCCCN3CCOCC3)C2=O)cc1
  ?	10.4%	-9.0%[57 µM]	-3.5%	2.4%	-1.1%	3.3%	-44.3%	3.8%
Cc1ccc(C2=NNC(=Nc3ccc(F)cc3)SC2)cc1
  ?	-4.1%	?	-3.1%	7.8%	15.7%	-13.7%	?	8.9%[57.1 µM]
Cc1ccc(-c2n[nH]c(=S)n2/N=C/c2ccncc2)cc1
  ?	2.3%	-15.8%	-7.2%	-0.4%	-17.8%	-38.9%	?	-14.6%[57.1 µM]
N#Cc1c(NC(=O)CSc2nnc(-c3ccccc3)o2)sc2c1CCCC2
  -23.1%	7.4%	13.8%	4.5%	4.5%	0.5%	-6.3%	?	?
Cc1cccc(NC(=O)CSc2nc3c(sc4ccccc43)c(=O)n2CCCC(=O)NC2CCCC2)c1
  3.4%	-3.2%	43.8%[activator]	-3.7%	-2.8%	4.3%	-8.1%	?	7.1%
CCCC12CN3CC(CCC)(CN(C1)C3c1ccco1)C2=O (centres undefined)
  -15.1%	7.9%	-4.2%	i	-6.8%	-21.4%	9.8%	?	17.1%
Cc1cccc(-c2nc3ccccc3c(=O)n2NC(=S)N(C)C)c1
  89.1µM*	1.1%	-46.9%	7.7%	-0.4%	2.1%	?	?	?
COc1ccccc1NC(=O)COc1ccc(C(F)(F)F)cc1[N+](=O)[O-]
  -22.1%[11.4 µM]	-0.4%	-11.0%	-10.4%	-5.8%	13.7%	2.6%[11.4 µM]	-7.6%	9.6%
CC1CCCC(NC(=O)COC(=O)CCC2CCCC2)C1C (centres undefined)
  -13.5%	-8.4%	36.1%	-7.2%	-0.2%	-0.7%	3.1%	?	6.0%[57.1 µM]
Cc1noc(C)c1C(=O)Nc1c(F)cc(F)cc1Br
  -14.4%	-1.2%	24.7%	1.5%	-2.4%	0.8%	5.5%	-3.2%	8.0%
CN(C)CCCn1c(=O)n(Cc2ccccc2)c(=O)c2c3c(sc21)CCCCC3
  -23.7%	-4.4%	-17.9%	3.1%	-2.4%	87.8%[activator]	-53.2%	49.4%[activator]	-3.4%[57.1 µM]
COc1ccccc1-n1nnnc1SCC(=O)N(C)C1CCS(=O)(=O)C1 (centres undefined)
  -9.8%	6.4%	40.6%[activator]	i	-13.9%	-2.9%	-9.4%	6.3%	7.9%
CCN(C(=O)C1CCN(S(=O)(=O)c2ccc3c(c2)CCCN3C(=O)C2CCC2)CC1)c1cccc(C)c1
  -29.7%	4.2%	4.0%[57 µM]	12.3%	?	-14.4%	-10.9%	-25.3%	9.2%[57.1 µM]
CCOc1ccc(-n2nc(C(=O)NCCOC)c3ccccc3c2=O)cc1
  10.8%	-1.7%	26.4%	-5.4%	-0.3%	-0.8%	-6.0%	1.9%	8.5%[57.1 µM]
CCOc1ccc(S(=O)(=O)Nc2nc3ccccc3nc2-n2ccc(=NC(=O)c3ccccc3C)cc2)cc1
  -24.3%	5.3%	9.5%	-1.7%	?	52.7%[activator]	-9.3%	?	-14.7%[57.1 µM]
CC(=O)NC1(c2cccc(F)c2)CCN(C(=O)Nc2ccc(C#N)cc2)CC1
  14.2%	-3.1%	30.3%	-6.2%	2.9%	-5.1%	-13.8%	0.0%	7.2%[57.1 µM]
C=CCOC(=O)C1=C[C@@H](c2ccc(Br)cc2)C[C@@H](OCCCCO)O1
  -26.8%	-3.9%	24.4%	i	-0.2%	9.3%	-17.7%	?	5.2%[57.1 µM]
COc1ccccc1C(=O)Nc1ccnn1C1CCN(CCCc2ccccc2)CC1
  -19.6%	7.3%	-0.3%	-0.1%	-13.1%	-0.2%	-12.6%	-23.8%	28.5%
CCNc1c2c(nc3ccccc13)CC(C)(C)CC2=O
  ?	-3.2%	?	-9.6%	-4.7%	5.5%	14.4%	4.9%	-22.5%
CN(C)CCCNC(=O)C(=O)NCC1CCCO1 (centres undefined)
  -18.0%	7.3%	19.6%	-6.5%	0.3%	1.4%	-0.4%	5.5%	7.4%[57.1 µM]
CCCSc1nc(SCC(=O)NCc2ccccc2)c2c3c(sc2n1)COC(C)(CC)C3 (centres undefined)
  -5.4%	-0.4%	25.5%	0.4%	-0.1%	-7.7%	13.9%	-2.7%	18.3%
Nc1ncnc2c1ncn2[C@@H]1O[C@H](CNCc2ccccc2OCC(=O)N2CCCCC2)[C@@H](O)[C@H]1O
  -7.2%	-0.8%	48.3%[activator]	2.9%	0.9%	-0.4%	4.0%	-54.4%	-3.2%
COc1ccc(C(=O)NC2CCN(C(=S)Nc3ccccc3)CC2)cc1
  -11.9%	9.3%	46.7%[activator]	5.6%	-2.2%	11.4%	-2.7%	12.1%	-3.5%
Cc1ccc(S(=O)(=O)/N=C(/Nc2nc(C)cc(C)n2)N2CCOCC2)cc1
  13.7%	5.7%	19.3%	-2.1%	0.8%	/	-17.5%	-14.0%	-4.2%
CC(C)C(C)NC(=O)CN1C(=O)NC2(CCCc3ccccc32)C1=O (centres undefined)
  5.6%	-3.2%	43.0%[activator]	4.5%	-5.1%	0.0%	11.4%	3.8%	27.9%
O=C(CN1C(=O)CC(c2ccco2)Sc2ccccc21)Nc1ccc2c(c1)OCCO2 (centres undefined)
  ?	/	?	/	25.2%	-0.7%	12.9%	-2.1%	8.4%
Cn1cccc1C(=O)NCc1ccccn1
  -13.8%	-6.5%	23.1%	-1.5%	4.4%	0.4%	9.8%	9.0%	0.4%
CC1CCCN(C(=O)CNC(=O)c2ccco2)C1 (centres undefined)
  -10.3%	17.0%	27.8%	4.0%	0.2%	-10.7%	15.6%	?	-15.9%
O=C(O)C1=C(Nc2ccccc2)OCC1=O
  ?	-5.5%	24.0%	4.8%	3.0%	4.4%	18.8%	?	0.2%
O=C(OCc1nnc(-c2ccccc2)o1)c1ccc2ccccc2n1
  -6.2%	-9.6%	27.1%	-1.8%	-0.3%	1.6%	-26.0%	268.6%[activator]	5.7%[57.1 µM]
COc1ccc(NS(=O)(=O)c2cccc(C(=O)NNC(=O)CNC(=O)c3ccccc3Cl)c2)cc1
  -6.8%	1.2%	31.0%	-0.1%	-1.7%	28.8%	-4.0%	-3.9%	13.0%
COc1ccc2c(c1)N(C)/C(=C1/SC(=S)N(NC(C)=O)C1=O)S2
  -18.0%	28.9%	23.5%	i	?	-4.6%	6.6%	?	17.4%

Not all compounds are listed; count on the stated rates, not on these rows.
